Screening results as filed in PubChem BioAssay.
DNMT1 inh: inhibitors of human DNMT1 | DNMT1 molecular beacon, Hinp1I cleavage, fluorescence | inhibition (reported as % activation of signal), % at 10 µM | P26358 | hit rate 0.83% among 360,000; in the data active means inhibition above about 50%
SKN-1 block: blocks SKN-1 activity in C. elegans; inhibition, % at 21.8 µM; C. elegans VP596 Pgst-4::GFP/RFP ratio, acrylamide-induced, 24 h; hit rate 0.49% among 360,000; AID 624304;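 active means interference check ratio from 0.5 to 1.5 plus GFP to RFP signal ratio inhibition reaching or exceeding a fixed threshold, cut at about 30% in these data, passing the limit was not always enough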; further: some compounds called inactive have numbers as strong as hits
Scp-1 inhibitor: Scp-1 (human) phosphatase inhibition | inhibition, % at 20 µM | Recombinant Scp1, phosphopeptide, malachite green phosphate absorbance | hit rate 0.88% among 340,000 | Q9GZU7;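 active means inhibition above about 50% at 20 µM, limit read from the data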;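 further: plate controls were DMSO wells with enzyme for no effect and wells lacking enzyme for full effect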
Target sequence (Q9GZU7 76-261 limits assumed): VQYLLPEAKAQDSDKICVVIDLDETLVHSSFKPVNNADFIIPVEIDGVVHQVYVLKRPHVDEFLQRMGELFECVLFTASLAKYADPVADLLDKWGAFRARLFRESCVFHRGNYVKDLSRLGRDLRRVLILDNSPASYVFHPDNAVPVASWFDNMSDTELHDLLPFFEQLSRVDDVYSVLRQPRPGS
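Incubation: 45 min enzyme reaction at room temperature / System: truncated SCP-1 phosphatase (76-261aa) / Reagent: Phospho 17-mer peptide substrate / Buffer or medium: Acidic Tris acetate buffer with magnesium and detergent / Signal: absorbance at 630 nm / Doses: one concentration, 20 µM, with 1.0% DMSO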
Tb MetRS inh: blocks T. brucei methionyl-tRNA synthetase activity | purified T. brucei MetRS, ATP depletion, Kinase-Glo luminescence | inhibition, % at 11.9 µM | hit rate 0.4% among 360,000 | AID 624268;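 active means inhibition above a per-plate cutoff of the control wells' mean inhibition plus 3 SD, cut at about 5.5% in these data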;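 further: 0% = DMSO wells median and 100% = median of wells with control inhibitor compound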
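assay system = parasite MetRS enzyme | timing = 15 min preincubation, 2 h reaction, all 25 °C | evaluation = percent inhibition relative to median high and low control wells | medium = HEPES buffer containing pyrophosphatase, BSA, spermine, DTT | compound = single dose, 11.9 µM final nominal, 0.9% final DMSO | detection = Kinase-Glo luminescence, ATP depletion format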
SUMO1-SIM PPI: alters human SUMO1 binding to SIM partners; P63165; SUMO1 binding to a labelled peptide, TR-FRET, 1 h; inhibition, % at 20 µM; hit rate 0.33% among 360,000; AID 602429; in the data active means inhibition above about 37%
LMPTP block: blocks human LMPTP phosphatase; P24666; recombinant LMPTP-A, OMFP fluorogenic substrate, fluorescence intensity; inhibition, % at 20 µM; hit rate 0.22% among 360,000; AID 651560;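 active means compounds that cut the enzyme signal by at least half of the control window in the single-dose screen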;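 further: plate controls were DMSO wells with enzyme plus substrate for no effect and substrate without enzyme for full effect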
Target sequence (P24666 whole entry, looked up): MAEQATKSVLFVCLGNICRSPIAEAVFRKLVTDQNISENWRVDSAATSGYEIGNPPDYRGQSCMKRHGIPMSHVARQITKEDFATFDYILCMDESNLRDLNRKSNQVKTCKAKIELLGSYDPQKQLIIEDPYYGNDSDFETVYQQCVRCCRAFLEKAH
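Assay system: LMPTP-A phosphatase enzyme | Input: 0.625 nM enzyme | Also added: Fluorogenic phosphatase substrate OMFP at 400 µM final | Compound dosing: One test concentration per compound, 20 µM, with 3% DMSO overall | Schedule: 50 min enzyme reaction at room temperature, protected from light | Signal: Fluorescence intensity | Benchmarks: no-enzyme and uninhibited controls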
NadD block: blocks S. aureus nicotinate mononucleotide adenylyltransferase; purified NadD enzyme, colorimetric absorbance read-out; hit rate 0.78% among 360,000; inhibition, % at 20 µM; in the data active means inhibition above about 26%; further: some compounds past the cut are filed as inactive
CendR NRP1 mod: alters CendR peptide binding to human NRP-1; O14786; FAM-RPARPAR peptide binding to NRP-1, fluorescence polarization; inhibition, % at 25 µM; hit rate 0.85% among 360,000;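 active means inhibition or corrected inhibition above about 18%, plus a signal ratio from 0.5 to 1.5, limit read from the data, passing the limit was not always enough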; further: strong numbers were not always called active
STEP inh: inhibitors of human striatal-enriched phosphatase STEP | recombinant STEP, OMFP fluorogenic substrate, fluorescence | inhibition, % at 20 µM | hit rate 0.25% among 360,000 | AID 588621;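 active means inhibition at 20 µM, scaled per plate between control wells, above about 37%, limit read from the data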;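 further: 0% = DMSO with enzyme and substrate and 100% = substrate only without enzyme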
Target sequence (P54829 whole entry, looked up): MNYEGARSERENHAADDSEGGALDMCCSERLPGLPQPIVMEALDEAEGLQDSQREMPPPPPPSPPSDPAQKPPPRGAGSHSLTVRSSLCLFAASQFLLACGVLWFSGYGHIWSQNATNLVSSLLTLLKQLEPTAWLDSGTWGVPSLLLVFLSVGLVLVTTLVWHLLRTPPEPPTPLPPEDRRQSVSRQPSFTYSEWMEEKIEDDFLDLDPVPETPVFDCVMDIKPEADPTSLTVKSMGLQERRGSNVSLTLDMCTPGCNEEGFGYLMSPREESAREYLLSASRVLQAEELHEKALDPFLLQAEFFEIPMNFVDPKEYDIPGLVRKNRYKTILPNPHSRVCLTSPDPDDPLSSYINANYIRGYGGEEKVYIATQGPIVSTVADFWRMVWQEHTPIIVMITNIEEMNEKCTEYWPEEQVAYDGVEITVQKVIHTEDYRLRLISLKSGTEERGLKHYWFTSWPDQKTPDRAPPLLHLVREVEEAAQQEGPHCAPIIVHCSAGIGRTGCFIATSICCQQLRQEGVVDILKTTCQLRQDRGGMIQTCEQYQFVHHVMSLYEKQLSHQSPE
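Also added – OMFP at 25 µM · Test system – STEP tyrosine phosphatase · Technique – FITC-channel fluorescence of OMFP product · Schedule – 20 min at room temperature, dark · Evaluation – control-normalized % inhibition with plate pattern correction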
Neddylation inh: cullin neddylation inhibition; TR-FRET cullin neddylation, biochemical; hit rate 0.58% among 360,000; AID 651699; P61081+Q13564; calls only at 25 µM; in the data active means inhibition above about 36%
Active calls of the source: *; i = inactive; . = not tested or not shown.

1. COc1cccc(C(=O)c2sc(NC(C)C)nc2N)c1
2. Cc1ccc(N(CC(=O)NC(C)C)C(=O)CCC(=O)Nc2nccs2)cc1C
3. O=C(Nc1ccc(F)cc1)c1nn(-c2ccccc2)c(=O)cc1Cl
4. O=C(OCCN=C1NS(=O)(=O)c2ccccc21)c1cccs1
5. CCn1c(=O)c2c(n3cnnc13)-c1ccccc1CC21CCCCC1
6. COc1cccc(-c2sc3ccc(OC)cc3c2-c2ccc(OCCN3CCCCC3)cc2)c1
7. Cc1ccc(C(=O)OCCOc2cccc(Cl)c2)cc1S(=O)(=O)N1CCOCC1
8. COc1ccc(NC(=O)CC2C(=O)NCCN2C(=O)Nc2ccc(C(F)(F)F)cc2)cc1 (stereo unspecified)

Assay by compound,1,2,3,4,5,6,7,8
LMPTP block,-0.2,-1.2,2.4,-0.9,0.6,4.0,2.3,0.5
DNMT1 inh,-2,-3,8,3,1,-9,-3,-1
SKN-1 block,12,-1,2,6,11,29,4,13
Scp-1 inhibitor,-1,-2,3,-4,-15,7,-7,-5
Neddylation inh,i,i,i,i,i,i,i,i
NadD block,-1,-2,-2,-3,0,7,-9,-3
CendR NRP1 mod,15,-14,5,5,8,-9,1,1
STEP inh,-1,-4,-4,0,3,2,0,-2
SUMO1-SIM PPI,-2,2,0,3,-4,-42,3,2
Tb MetRS inh,-1.0,-0.5,-0.7,0.7,-0.7,-1.1,-0.6,-0.3

Look-ups from the list:
Entry for cpd 3 under Tb MetRS inh: -0.7
Entry for cpd 7 under STEP inh: 0

New compounds follow
9. NC(=O)C1CCN(S(=O)(=O)Cc2ccccc2Cl)CC1
10. CN(C)CCCn1c(SCc2c(Cl)cccc2Cl)nnc1-c1ccncc1
11. CCOc1cccc(/C=N/N2C(=O)CSC2=S)c1O
12. O=C(Nc1cc(C(F)(F)F)ccc1N1CCOCC1)c1ccc2ccccc2n1
13. Cc1nn(C)cc1/C=N/NC(=O)Cn1cncn1
14. COC(=O)[C@]1(Sc2ccc(C)cc2)CC(=O)N[C@@H]1c1ccccc1
15. Cc1cc(C)cc(NC(=O)C[n+]2ccccc2)c1
16. CC(C)CC1OC(C)Cc2[nH][nH]c(=O)c21 (stereo unspecified)

Assay by compound,9,10,11,12,13,14,15,16
LMPTP block,0.4,-3.7,1.6,4.2,-1.8,-1.7,-0.4,-0.8
DNMT1 inh,1,1,-12,-5,2,.,0,.
SKN-1 block,-4,-9,-9,-6,-14,0,10,3
Scp-1 inhibitor,-5,-5,-7,-11,-7,.,-5,.
Neddylation inh,i,i,i,i,i,i,i,i
NadD block,6,-1,1,6,-4,0,-1,-6
CendR NRP1 mod,-4,6,-26,-8,10,5,0,7
STEP inh,-1,-1,4,2,-1,.,-2,.
SUMO1-SIM PPI,0,-1,0,2,-9,5,0,8
Tb MetRS inh,-0.6,-0.7,-0.8,0.3,-0.3,0.1,-1.0,-1.7

17. Cc1ccccc1CN(c1ccc(C(=O)NCc2ccccn2)cc1)S(C)(=O)=O
18. Cc1ccc(N(C(=O)Cn2nnc(-c3cccs3)n2)C(C(=O)NC2CCCC2)c2ccncc2)cc1 (stereo unspecified)
19. CCn1c(SCC(=O)c2ccc(Cl)cc2)nnc1C(C)C
20. COc1ccccc1NCC(=O)N/N=C(\C)c1ccc(Br)s1
21. O=C(CCNS(=O)(=O)c1ccccc1)NCCCc1ccccc1
22. Cc1cc(Cl)ccc1NC(=O)/N=C1/NC(=O)CS1
23. COC(=O)CN1C(=O)N/C(=C/c2ccc(C)o2)C1=O
24. COc1ccccc1OCC(=O)Nc1ccncc1

Assay by compound,17,18,19,20,21,22,23,24
LMPTP block,-0.4,1.0,-0.9,-0.6,-0.7,-1.1,-1.3,-3.0
DNMT1 inh,-3,17,6,-26,0,-2,4,1
SKN-1 block,-5,-5,8,1,11,6,-1,10
Scp-1 inhibitor,-1,25,-3,1,-2,.,1,-6
Neddylation inh,i,i,i,i,i,i,i,i
NadD block,-10,7,3,8,-5,-7,-1,-4
CendR NRP1 mod,17,8,10,1,5,-3,-18,7
STEP inh,0,3,0,-2,-1,-1,-2,0
SUMO1-SIM PPI,0,-4,0,-6,6,3,-11,5
Tb MetRS inh,-0.7,-0.1,-1.0,-0.7,0.2,-1.4,-1.1,-1.9

25. COc1ccc(NC2CCCN(C(=O)c3csc(C(C)C)n3)C2)cc1 (stereo unspecified)
26. Cc1ccc(NC(=O)CN2C(=O)NC3(CCCCC3C)C2=O)cc1S(=O)(=O)N1CCOCC1 (stereo unspecified)
27. O=C(CSCc1ccc(Br)cc1)Nc1ccc(S(=O)(=O)N2CCOCC2)cc1
28. Cc1ccc(/C=C/C(=O)Nc2ccc([N+](=O)[O-])cc2)o1
29. Cc1cc(C)c(NC(=O)CN2CCN(S(=O)(=O)c3ccc4c(c3)OCCO4)CC2)c(C)c1
30. Cc1cc(C)cc(-n2c(C)cc(/C=N/NC(=O)c3cccc([N+](=O)[O-])c3C)c2C)c1
31. CC(C)CCn1c(SCC(=O)NC2CC2)nc2cc(Cl)ccc2c1=O
32. CCOCCCNCC(=O)NC1(C)C2CCC(C2)C1(C)C (stereo unspecified)

Assay by compound,25,26,27,28,29,30,31,32
LMPTP block,-0.2,-1.9,1.7,0.4,-0.7,-0.2,-1.8,-0.4
DNMT1 inh,-1,-4,-5,-24,-4,-3,11,3
SKN-1 block,14,16,18,8,6,4,7,14
Scp-1 inhibitor,-5,.,-6,-14,.,7,13,-9
Neddylation inh,i,i,i,i,i,i,i,i
NadD block,1,6,-12,12,3,1,-3,-9
CendR NRP1 mod,10,-4,10,-5,-5,20,-9,1
STEP inh,2,2,1,4,0,3,1,-2
SUMO1-SIM PPI,17,4,-6,-15,2,-2,15,-1
Tb MetRS inh,-0.1,0.0,-0.8,0.0,-0.3,-0.3,0.1,0.1

Results in DNMT1 inh and STEP inh, for some of the entries so far:
nr | Compound | DNMT1 inh | STEP inh
26 | Cc1ccc(NC(=O)CN2C(=O)NC3(CCCCC3C)C2=O)cc1S(=O)(=O)N1CCOCC1 (stereo unspecified) | -4 | 2
31 | CC(C)CCn1c(SCC(=O)NC2CC2)nc2cc(Cl)ccc2c1=O | 11 | 1
30 | Cc1cc(C)cc(-n2c(C)cc(/C=N/NC(=O)c3cccc([N+](=O)[O-])c3C)c2C)c1 | -3 | 3

(continued)
33. COc1cccc(/C=N/NC(=O)C(C)n2nc(C)c([N+](=O)[O-])c2C)c1O (stereo unspecified)
34. O=C(NCCCN1CCOCC1)c1cc2c(s1)CCC2
35. Cc1ccc(NC(=O)C2CCCN(S(=O)(=O)c3cccnc3)C2)c(C)c1 (stereo unspecified)
36. CC1(C)C[C@@H](O)[C@]2(C)CC[C@]3(C)C(=CCC4[C@@]5(C)CC[C@H](O)[C@](C)(CO)C5CC[C@]43C)[C@@H]2C1 (stereo partly specified)
37. CCOC(=O)C1(C)CCCN1C(=O)c1cc(F)ccc1C (stereo unspecified)
38. CCCNC(=S)N1CCC(C(=O)c2ccc(Cl)cc2)CC1
39. S=C(NCc1ccco1)Nc1ccc(Br)cn1
40. Cc1nc2ccc3nc(NC(=O)C4COc5ccccc5O4)sc3c2s1 (stereo unspecified)

Assay by compound,33,34,35,36,37,38,39,40
LMPTP block,-1.9,-1.2,-1.2,-6.4,-1.0,-1.2,1.6,3.0
DNMT1 inh,-1,2,2,22,34,0,-5,-5
SKN-1 block,9,15,0,3,14,-2,-9,-14
Scp-1 inhibitor,-1,-4,-3,7,.,1,-11,-7
Neddylation inh,i,i,i,i,i,i,i,i
NadD block,-3,-3,5,-2,-1,-2,-3,-4
CendR NRP1 mod,-19,8,0,-5,-2,-2,1,-3
STEP inh,-2,-8,-4,-3,-3,0,0,1
SUMO1-SIM PPI,1,4,3,-1,8,6,7,-4
Tb MetRS inh,0.4,0.2,-0.1,0.0,0.5,-0.5,-0.3,-0.1

2 records drawn at random from the list so far:
7. Cc1ccc(C(=O)OCCOc2cccc(Cl)c2)cc1S(=O)(=O)N1CCOCC1
31. CC(C)CCn1c(SCC(=O)NC2CC2)nc2cc(Cl)ccc2c1=O

Assay by compound,7,31
LMPTP block,2.3,-1.8
DNMT1 inh,-3,11
SKN-1 block,4,7
Scp-1 inhibitor,-7,13
Neddylation inh,i,i
NadD block,-9,-3
CendR NRP1 mod,1,-9
STEP inh,0,1
SUMO1-SIM PPI,3,15
Tb MetRS inh,-0.6,0.1

(list continues)
41. CCOc1ccccc1NC(=O)c1nnn(CC(=O)Nc2cc(C)cc(C)c2)c1N
42. O=C(C1CCN(S(=O)(=O)c2ccccc2)CC1)N1CCCCC1
43. CCOC(=O)c1c(C)nc2sc3c(=O)[nH]cnc3c2c1-c1ccc(OC)cc1
44. COC(=O)C1=C(Nc2ccccc2NC(=O)CCCC(=O)O)CSC1
45. CC(C)(C)NC(=O)C(c1ccc(O)cc1)N(C(=O)CCC(=O)Nc1nccs1)c1ccccc1F (stereo unspecified)
46. CCc1c(C)nc(SC)n(CC#N)c1=O
47. COc1ccc(-c2cc(-n3c(C(F)(F)F)nc4ccccc43)n(CCC#N)n2)cc1
48. CC(C)CCN1CC(=O)N2[C@@H](Cc3c([nH]c4ccccc34)C2(C)C)C1=O

Assay by compound,41,42,43,44,45,46,47,48
LMPTP block,-2.6,-0.9,-0.9,-0.3,-0.3,1.5,1.4,-0.5
DNMT1 inh,38,1,2,1,0,0,-5,1
SKN-1 block,14,7,0,6,3,0,2,6
Scp-1 inhibitor,7,-6,-12,-6,-3,-3,3,-19
Neddylation inh,.,i,i,i,i,i,i,i
NadD block,13,-8,2,-4,5,-4,-5,-9
CendR NRP1 mod,15,8,5,16,29*,2,4,-7
STEP inh,3,0,0,1,-2,1,-1,2
SUMO1-SIM PPI,-1,4,3,0,2,10,0,3
Tb MetRS inh,0.1,0.3,-1.1,-0.8,0.2,-0.2,-1.6,2.3
